# PTAP TSG101 blk: blocks PTAP/TSG101 interaction to inhibit HIV-1 budding; Q99816; Fluorescence polarization, FITC-PTAP peptide / Tsg101 binding; Potency, µM (series often up to 115 µM), without a hit: at the top dose activity change, negative = inhibition, actives largely listed as inhibitors; 340,000 tested, under 10 active; AID 493005; active means well fitted inhibition curve with a large enough effect in the main read-out, with a control signal flat, not every such curve was filed as active; inconclusive means small, poorly fitted or top-dose-only effect, or effect the other way, or a change in a side signal; inactive means no such curve, though single readings can be large or run the other way; further: potency means the concentration at half of the fitted maximal effect; % of control where 0% means no effect
# Target sequence (Q99816 whole entry, looked up): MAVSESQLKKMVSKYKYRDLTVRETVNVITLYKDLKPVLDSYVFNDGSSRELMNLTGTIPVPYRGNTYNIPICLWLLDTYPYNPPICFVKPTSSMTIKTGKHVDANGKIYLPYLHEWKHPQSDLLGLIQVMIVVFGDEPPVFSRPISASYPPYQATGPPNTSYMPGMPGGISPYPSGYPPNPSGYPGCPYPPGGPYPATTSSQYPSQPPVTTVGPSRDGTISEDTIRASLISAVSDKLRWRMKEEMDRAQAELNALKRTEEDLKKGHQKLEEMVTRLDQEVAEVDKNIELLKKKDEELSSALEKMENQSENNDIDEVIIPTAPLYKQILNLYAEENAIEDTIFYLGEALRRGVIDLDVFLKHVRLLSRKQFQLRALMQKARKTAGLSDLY
#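 Steps: Tsg101 binding domain dispensed (10 uM final), compounds pinned in DMSO, FITC-labeled PTAP-motif peptide added (50 nM final); after 20 min binding at room temperature, polarization measured.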
# Eya2 phos inh: Eya2 (human) phosphatase inhibition. actives 0.006% (n = 330,000). O00167. recombinant Eya2, OMFP fluorescence dephosphorylation (OMFP is methylfluorescein phosphate). Potency, µM (highest dose often 76.9 µM), for the others: at the highest dose activity, negative = inhibition, hits mostly inhibitors; further: potency means the concentration at half of the fitted maximal effect; on the % scale 0 is the no-effect control and ±100 the full control effect
#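 Eya2 protein (added as 0.2 uM solution) was preincubated with compound for 10 min at ambient temperature in 50 mM HEPES pH 7.5, 50 mM NaCl, 5 uM MgCl2, 0.05% BSA, 1 mM DTT. OMFP (added at 50 uM) then reacted 10 min; fluorescence read at 485/525 nm.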
# a7 integrin act: activators of alpha7 integrin expression for muscular dystrophy | alpha7betagal myoblasts, beta-gal FDG fluorescence, 48 h | Potency, µM (highest dose often 38.3 µM), without a hit: at the highest dose activation, actives largely listed as activators | actives 0.064% (n = 350,000) | AID 624291;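 further: potency means the concentration at half of the fitted maximal effect; 100% = response of the positive control SU9516; nearly all actives have a fitted effect of over 60% in size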
#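 Alpha7betagal+/- myoblasts (passage 13) were plated 16-24 hr, then exposed to compounds (1:260 dilution of DMSO stock) for 48 hours at 37C. After MPER lysis, β-galactosidase reporter activity was read as FDG fluorescence (ex 480/em 540) after 30 minutes.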
# TSHR antagonist: human thyrotropin receptor antagonism; actives 0.2% (n = 330,000); activity change, negative = inhibition, % at 11.5 µM; TSHR-expressing cells, TSH-stimulated cAMP HTRF, 2 h; active compounds read low;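 active means activity change below a set negative limit, meaning inhibition stronger than a set level, cut at about -70% in these data; inconclusive means activity change between two set negative limits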; further: on the % scale 0 is the no-effect control and ±100 the full control effect
#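 Freshly harvested TSHR cells receive pin-tooled compound, then EC80 TSH at 4nM final. After 2 hours at 37 deg C, antibody in lysis buffer and cAMP-d2 are added; 30 minutes at ambient temperature precede the HTRF read.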
# BCR signal inh: inhibitors of chronic active B-cell receptor signaling. Potency, µM (series often up to 46.1 µM), for the others: at the top dose ratio change, negative = lower green/red ratio, most hits filed as inhibitors. actives 0.05% (n = 340,000). ABC-DLBCL IkBa-CBG/CBR reporter, luminescence ratio, 4 h; active means well fitted inhibition curve with a large enough effect in the signal ratio, with a control signal flat, not every such curve was filed as active; inconclusive means small, poorly fitted or top-dose-only effect, or effect the other way, or a change in a side signal; the % refers to the signal ratio;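 further: potency means the concentration at half of the fitted maximal effect; plate controls were basal doxycycline-induced cells for no effect and cells given 10 µM MG132 for full effect; MG132 reads +100%, hits lower the ratio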
#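 Cell line TMD8 (human ABC DLBCL), stably expressing tet-inducible CBG68-IkBa fusion and CBR; IMDM/0.5% FBS; cpd up to 46 uM; dox induction, 4 h, 37C/5% CO2; dual luminescence; green/red ratio; MG132 control.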
# Mito fusion yeast: blocks mitochondrial division or promotes mitochondrial fusion; S. cerevisiae fusion-defective mutant growth rescue, CellTiterGlo 48 h; Potency, µM (titrated, usually from 46.1 µM), for inactives: top-dose growth rescue (activation), usual class: activators; actives 0.23% (n = 320,000);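 further: potency means the concentration at half of the fitted maximal effect; % of control where 0% means no effect; nearly all actives have a fitted effect of over 45% in size; temperature-sensitive fusion mutants such as fzo1-1 at 37 °C on non-fermentable ethanol glycerol medium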
#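 Growth-rescue viability read-out: after 48 h at the non-permissive 37C in glycerol/ethanol YPEG, yeast mitochondrial fusion mutants are measured by CellTiterGlo luminescence; compounds (23 nl pinned per well) restoring growth score as division inhibitors or fusion activators.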
# ELG1 DNA repair: inhibitors of ELG1-dependent DNA repair in HEK293T cells. HEK293T ELG1-luciferase reporter, luminescence, 16 h; DNA damage induced by 5-fluorouridine. actives 2.3% (n = 330,000). Potency, µM (top dose mostly 46.1 µM), for inactives: top-dose activity change, negative = inhibition, actives largely listed as inhibitors; further: potency means the concentration at half of the fitted maximal effect; on the % scale 0 is the no-effect control and ±100 the full control effect; nearly all actives have a fitted effect of over 55% in size
#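 Step one: seed 2,000 cells per well. Step two: pin-transfer compound or DMSO alongside 5-fluorouridine. Step three: incubate 16 hr, 37 °C, 5% CO2. Step four: add ONE-Glo, wait 30 min, read luminescence.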
# ASM inhibitor: human S-ASM enzyme inhibition; P17405; placental ASM, HMU-PC fluorogenic substrate, 60 min; Potency, µM (highest dose often 57.5 µM), for inactives: at the top dose activity change, negative = inhibition, actives largely listed as inhibitors; actives 0.006% (n = 340,000); AID 504937; further: potency means the concentration at half of the fitted maximal effect
# Target sequence (P17405 47-631 limits assumed): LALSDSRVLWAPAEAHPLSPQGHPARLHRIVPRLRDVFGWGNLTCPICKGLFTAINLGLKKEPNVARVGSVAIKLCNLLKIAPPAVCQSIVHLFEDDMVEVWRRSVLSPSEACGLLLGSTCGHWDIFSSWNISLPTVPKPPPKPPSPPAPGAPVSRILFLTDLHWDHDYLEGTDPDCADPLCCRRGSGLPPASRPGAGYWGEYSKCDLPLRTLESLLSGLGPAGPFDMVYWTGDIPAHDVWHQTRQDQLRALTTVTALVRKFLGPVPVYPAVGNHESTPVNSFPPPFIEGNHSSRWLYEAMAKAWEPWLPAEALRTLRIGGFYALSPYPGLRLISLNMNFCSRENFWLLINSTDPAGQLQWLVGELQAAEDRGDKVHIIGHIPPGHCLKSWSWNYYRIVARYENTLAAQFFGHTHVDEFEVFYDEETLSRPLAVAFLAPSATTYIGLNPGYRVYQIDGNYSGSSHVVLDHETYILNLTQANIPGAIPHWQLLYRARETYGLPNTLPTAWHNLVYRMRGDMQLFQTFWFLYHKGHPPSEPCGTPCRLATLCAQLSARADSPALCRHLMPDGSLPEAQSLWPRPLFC
#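 Fluorogenic HMU-PC substrate (9 uM final) is turned over by placental ASM in 60 min at 37 C after a 10 min compound preincubation. Reaction ended by alkaline stop (pH 10), with fluorescence read at 386/447 nm.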
# A-T KAP1 phos: potential ataxia-telangiectasia treatment; […] A-T fibroblasts, KAP-1 phosphorylation AlphaLISA; neocarzinostatin DNA damage 30 min before lysis; Potency, µM (highest dose often 57.5 µM), for the others: top-dose activation, hits mostly activators; actives 0.19% (n = 320,000); AID 485349; further: potency means the concentration at half of the fitted maximal effect; % of control where 0% means no effect; nearly all actives have a fitted effect of over 45% in size
#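 hTERT-immortalized A-T patient fibroblasts ([…]), 500 cells/well in OPTI-MEM, 1% FBS, got compounds for 60 min, then NCS for 30 min at 37C. Lysates were then assayed for phospho-KAP-1 by AlphaLISA (anti-pKAP1 donor, anti-KAP1 acceptor beads), 6 hr at 25C.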
# Tb PFK block: T. brucei PFK enzyme inhibition | O15648 | T. brucei PFK, ADP-Glo luminescence | Potency, µM (doses to about 57.5 µM), for the others: at the highest dose activity, negative = inhibition, most hits filed as inhibitors | actives 0.17% (n = 330,000) | AID 485367;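 further: potency means the concentration at half of the fitted maximal effect; 0% = uninhibited 1x PFK enzyme wells and -100% = no-enzyme wells; nearly all actives have a fitted effect of over 60% in size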
#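 Luminescent ADP detection (ADP-Glo, two-step: ATP depletion then ADP-to-ATP conversion for luciferase) reported PFK activity after 45 min room-temperature reaction of 1.25 nM enzyme with 0.5 mM F6P and 0.1 mM ATP at pH 8.0.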
# TCR act: T cell receptor activation | Potency, µM (series often up to 9.22 µM), for inactives: top-dose activation of IL-2 secretion, usual class: activators | 330,000 tested, under 10 active | primary human leukocytes, anti-CD3, IL-2 HTRF, 48 h; further: % of control where 0% means no effect
#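 Primary human leukocytes were stimulated with a-CD3 beads plus compounds for 48 hr without co-stimulation; secreted IL-2 was quantified by HTRF using a-IL-2-K (europium cryptate) and a-IL-2-d2, excited at 320nm with acceptor emission read at 665nm.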
# * hit, by the source's call; i = inactive; ? = inconclusive; · = not tested or not shown; [ ] = remark or other dose. Unless noted, the call rests on the fitted dose curve; in most records, active means well fitted curve in the direction sought with a large enough effect; inconclusive means small, poorly fitted or top-dose-only effect, or another doubt; inactive means no such curve, though single readings can be large; an effect the other way counts as inactive or inconclusive. An unsorted share of the library; 3.2% or so of the library scored in one or more.
SMILES,PTAP TSG101 blk,Eya2 phos inh,a7 integrin act,TSHR antagonist,BCR signal inh,Mito fusion yeast,ELG1 DNA repair,ASM inhibitor,A-T KAP1 phos,Tb PFK block,TCR act
C=CCNC(=O)/C(C#N)=C/c1c(N(Cc2ccccc2)Cc2ccccc2)nc2ccccn2c1=O,7%,-22%,-54%[inhibitor],-5,?,?,13µM*,11%,-3%,0%,1%[46.1 µM]
C=CCNC(=O)c1onc(CSc2ccccn2)c1C(=O)NCC=C,-9%,0%,9%,1,13%,-4%,14%,-10%,-13%,0%,5%
Cc1ccc(Cn2c(=N)c(C(=O)NC3CCCC3)cc3c(=O)n4ccccc4nc32)cc1,1%,7%,12%,-11,2%,5%,-10%,167%[activator],9%,0%,5%
O=[N+]([O-])c1cccn2cc(-c3ccc(Br)cc3)nc12,-2%,-2%,15%,0,?,-3%,?,-5%,11%,?,0%
CC(=O)c1ccccc1Oc1cc(NN2CCCCC2)c([N+](=O)[O-])cc1[N+](=O)[O-],1%,-10%,12%,-21,?,9%,9%,-1%,-14%,-3%,7%
CC(C)CCNC(=O)c1ccc2c(Cl)c3c(nc2c1)CCC3,-4%,-6%,0%,-2,?,-2%,?,-4%,29%,-16%,-5%
Cc1ccc(NC(=O)CSCC(=O)Nc2cccc3ncccc23)cc1,-3%,18%,17%,-10,-16%,-1%,-19%,-3%,5%,8%,·
Cc1cc(C)nc(N2CCC(C(=O)NCCc3ccc(F)cc3)CC2)n1,-1%,-3%,14%,92,2%,5%,8%,7%,8%,-3%,0%
CCOc1ccccc1C1C(C#N)=C(N)Nc2onc(-c3ccccc3)c21 (configuration not stated),-3%,7%,-23%,6,?,1%,?,1%,-3%,-1%,-3%
Cc1cccc(C)c1NC(=O)CN(C)C(C)C(=O)NCC(=O)Nc1ccc(F)c(F)c1F (configuration not stated),1%,0%,22%,4,0%,-7%,-16%,4%,6%,-4%,12%
CC(C)NC(=O)CN(C(=O)CCC(=O)Nc1nccs1)c1ccc2c(c1)OCO2,0%,2%,-21%,0,-1%,-6%,6%,-1%,-9%,-3%,-8%
CCn1nc(C)c(CN2CCC(Oc3ccc(C(=O)N4CCCC4)cc3)CC2)c1C,-3%,3%,-30%,9,-11%,-8%,-3%,-1%,-8%,2%,4%

# Limited to TCR act and PTAP TSG101 blk, for some of the entries so far:
Structure | TCR act | PTAP TSG101 blk
C=CCNC(=O)/C(C#N)=C/c1c(N(Cc2ccccc2)Cc2ccccc2)nc2ccccn2c1=O | 1%[46.1 µM] | 7%
C=CCNC(=O)c1onc(CSc2ccccn2)c1C(=O)NCC=C | 5% | -9%
Cc1ccc(Cn2c(=N)c(C(=O)NC3CCCC3)cc3c(=O)n4ccccc4nc32)cc1 | 5% | 1%
O=[N+]([O-])c1cccn2cc(-c3ccc(Br)cc3)nc12 | 0% | -2%

# Going on with the list:
SMILES,PTAP TSG101 blk,Eya2 phos inh,a7 integrin act,TSHR antagonist,BCR signal inh,Mito fusion yeast,ELG1 DNA repair,ASM inhibitor,A-T KAP1 phos,Tb PFK block,TCR act
COC(=O)Nc1sccc1C(=O)Nc1sccc1C(=O)OC,-4%,3%,4%,-5,?,4%,12%,4%,-3%,-1%,1%
COC(=O)c1[nH]c2ccccc2c1NC(=O)CN1CCCc2ccccc21,-2%,3%,0%,-17,-7%,29%,?,-13%,22%,?,0%
Cc1ccc(N2C(=O)CC(Sc3cccs3)C2=O)cc1 (configuration not stated),-3%,-11%,-41%,5,-7%,-6%,9%,-1%,3%,23%,-3%
O=C(c1ccc(N2CCOCC2)cc1)N1CCCC(Nc2ccccc2)C1 (configuration not stated),1%,5%,-27%,6,-3%,9%,7%,-3%,7%,2%,1%
CCc1cc2c(=O)n(N)c(CCC(=O)O)nc2s1,-1%,-11%,5%,-1,-10%,-1%,11%,1%,5%,-1%,1%
CCc1cc2ccc(C)cc2nc1SCC(=O)NNC(=O)c1ccco1,0%,-8%,-21%,7,2%,3%,-3%,-3%,1%,0%,-9%[46.1 µM]
CSc1nc(=S)n(-c2ccc([N+](=O)[O-])cc2)c(C)c1C(C)=O,-2%,3%,20%,30,14%,2%,0%,2%,7%,-4%,6%
O=C(CN1CCN(C(=O)c2cccs2)CC1)Nc1ccc(Br)cc1,-6%,3%,0%,-10,-4%,0%,-12%,0%,2%,5%,0%
COc1ccc(/C=C2\SC(=O)N(CCCC(=O)Nc3ccc(C(=O)O)cc3)C2=O)cc1OC,-3%,-3%,-13%,2,4%,-1%,1%,8%,-4%,0%,7%
O=C1C=C(/C=C/c2ccccc2)C[C@@H](c2ccc(F)cc2)C1,1%,20%,24%,-34,?,?,?,-10%,22%,0%,-5%
Cc1cc(C)c(C2C(C#N)=C(N)Oc3n[nH]c(C)c32)cc1CN1CCOCC1 (configuration not stated),-1%,-8%,-31%,-4,-19%,-4%,-7%,1%,8%,4%,-2%
COCCNC(=O)CN(c1ccc(C)cc1)S(=O)(=O)c1ccc(SC)cc1,-2%,-2%,6%,0,5%,4%,10%,-1%,-1%,2%,3%
O=C(Nc1ccccc1C(F)(F)F)N1CCC(N2CCCCC2)CC1,-1%,13%,10%,5,4%,-1%,6%,2%,-1%,0%,4%
CCOc1cc(/C=N/NC(=O)C(C)Sc2ccccc2)ccc1O (configuration not stated),-1%,13%,0%,-14,-7%,-8%,-3%,1%,0%,3%,0%
Cc1ccc(CCNC(=O)C2CCC(=O)N2C2CCCC2)cc1 (configuration not stated),-3%,15%,2%,11,?,-5%,2%,5%,2%,5%,·
CCCSc1nc2c(=O)[nH][nH]c(=O)c2n1Cc1ccccc1,-2%,4%,-21%,3,9%,-6%,8%,-1%,-2%,-13%,1%[46.1 µM]
COc1cc2c(cc1OC)CN(Cc1ccccc1)CC2,-4%,6%,-21%,-4,-1%,0%,15%,14%,3%,1%,11%
Cc1cc(NS(=O)(=O)c2ccc(NC(=O)C(C)Oc3ccc4c(C)cc(=O)oc4c3)cc2)no1 (configuration not stated),-3%,-12%,10%,-3,3%,-3%,0%,-6%,-1%,2%,-3%
O=C(O)COn1c(-c2ccccc2)nc2ccc([N+](=O)[O-])cc21,-3%,-23%,12%,-13,?,-2%,?,-2%,-2%,0%,-1%
COC(=O)c1ccc(NC(=O)Nc2ccc(OC)cc2)cc1,-8%,3%,-3%,5,?,-17%,9%,-4%,-4%,-7%,2%
O/N=C(\CN1CCCCC1)c1ccccc1,0%,-13%,-21%,-4,5%,-2%,-6%,3%,19%,1%,3%
CC(C)CN(C(=O)C1CCCO1)c1c(N)n(CC(C)C)c(=O)[nH]c1=O (configuration not stated),2%,7%,17%,12,0%,-2%,4%,4%,1%,-7%,-15%
Cc1cc(Cl)c(S(=O)(=O)Nc2cccc(O)c2)cc1OCC(N)=O,0%,-1%,0%,-3,6%,2%,15%,0%,6%,-1%,-2%[46.1 µM]
Cc1cc(=O)oc2c(CN3CCCCC3)c(O)c(Cl)cc12,-6%,-8%,11%,-1,5%,-3%,-5%,i,33%,1%,-6%
O=C(NCCc1cccnc1)c1cc(COc2ccc(F)cc2Cl)on1,-1%,16%,3%,9,?,4%,-9%,-2%,?,-17%,·
